High-throughput results (PubChem BioAssay)
M. tuberculosis HTS – M. tuberculosis growth inhibition, HTS (AID 449762). M. tuberculosis H37Rv growth inhibition, 7H9 media; higher % means a stronger effect. inhibition, % at 25 µM, or IC50 in µM where a hit was titrated. 330,000 tested, 0.59% active; in the data active = a potency from the dose series; inconclusive = inhibition above about 70% without an active follow-up result;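 also: bacterial growth assessed after seven days of incubation; strong numbers were not always called active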
influenza NS1A – H1N1 influenza NS1A inhibitors, functional cell based assay (AID 504329); NS1A functional cell-based assay, percent inhibition; higher % means a stronger effect; one-dose inhibition, % at 12.5 µM; IC50 in µM for titrated hits; 340,000 tested, 0.3% active; in the data active = a potency from the dose series; inconclusive = inhibition above about 27% without an active follow-up result; also: strong numbers were not always called active
VEEV TC-83 Vero – inhibitors of VEEV TC-83 cytopathic effect, confirmation, Vero cells (AID 588727). Vero cells, VEEV TC-83 cytopathic effect inhibition; higher % means a stronger effect. inhibition, % at 20 µM; hits with a dose series show IC50 in µM. 350,000 tested, 0.13% active; in the data active = a potency from the dose series; inconclusive = inhibition mostly from about 14% at the one dose, without a potency; inactive = the rest, 99 in 100 with inhibition below about 12%; also: strong numbers were not always called active
PhoP GFP inhibition – PhoP regulon inhibitors, Salmonella typhi PhoP promoter GFP reporter, confirmatory (AID 1850). inhibition, % at 50 µM, or IC50 in µM where a hit was titrated. Salmonella Typhi PhoP-promoter GFP reporter, fluorescence, 4 h; higher % means a stronger effect. 310,000 tested, 0.33% active; in the data active = a potency from the dose series; inconclusive = inhibition mostly from about 25% at the one dose, without a potency; inactive = the rest, 99 in 100 with inhibition below about 19%;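 also: 0% = induced wells with vehicle and 100% = uninduced wells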
tuberculosis growth – growth inhibition of non-replicating M. tuberculosis (AID 488890); inhibition, % at 25 µM; hits with a dose series show IC50 in µM; 320,000 tested, 0.39% active; Mycobacterium tuberculosis non-replicating, growth inhibition; higher % means a stronger effect; in the data active = a potency from the dose series; inconclusive = inhibition mostly from about 82% at the one dose, without a potency; inactive = the rest, 99 in 100 with inhibition below about 76%;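 also: plate controls were DMSO cells for no effect and high antibiotic wells for full effect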
VEEV TC-83 Vero 10K pilot screen – also measured in VEEV TC-83 Vero; calls as there; inhibition, %; measured here: 10K pilot screen inhibition
Active calls of the source: *; i = inactive; ? = inconclusive; · = not tested or not shown.

SMILES	M. tuberculosis HTS	influenza NS1A	VEEV TC-83 Vero	PhoP GFP inhibition	tuberculosis growth	others
O=C(OCc1nc2ccccc2[n+]([O-])c1C(=O)c1ccccc1)c1ccco1	6%	4%	i	-5%	-2%
C(=N\Nc1nc(-c2ccccc2)cs1)/c1cccnc1	·	10%	0.6%	-3%	·
CCOc1ccc(NC(=O)c2ccccc2OC)cc1	21%	-29%	4.5%	-3%	43%
Cc1ccc(NC(=O)C2CCN(S(=O)(=O)c3c(C)n[nH]c3C)CC2)nc1	1%	1%	1.1%	-3%	-7%
CC(C)(C)OC(=O)N1CCC[C@H]1C(=O)OCC(=O)Nc1cc(S(C)(=O)=O)ccc1Cl	2%	-10%	2.8%	·	-9%
COc1ccc(Cl)cc1NC(=O)c1noc(C)c1[N+](=O)[O-]	5%	-13%	11%	1%	35%
Cc1cc(N2CCOCC2)n2nc(C)c(-c3ccccc3)c2n1	-1%	-1%	4.7%	12%	12%
COc1ccccc1N1CCN(S(=O)(=O)CCNC(=O)c2cc(OC)c(OC)c(OC)c2)CC1	5%	-6%	7.4%	0%	15%
C[C@H]1NC(=O)[C@]2(C)[C@@H](c3ccccc3)[C@H]3COc4ccccc4[C@@H]3N2C1=O	·	-6%	i	·	·
O=C(C[C@H]1C(=O)N(c2ccc(F)c(F)c2)C[C@@H]1Cc1ccccc1)Nc1ccccc1	4%	-6%	3.1%	-3%	0%
CC(=O)Nc1ccc2nc(NC(=O)c3ccc([N+](=O)[O-])o3)sc2c1	-1%	-1%	6.6%	-3%	59%
CC(C)(C)C(=O)Nc1ccnn1C1CCN(C(=O)c2cccc(Cl)c2)CC1	6%	-26%	0.6%	-1%	-2%
CCCCn1c(N)c(N(CC(C)C)C(=O)COC(=O)Cc2cccc(OC)c2)c(=O)[nH]c1=O	-2%	-14%	1.2%	6%	3%
O=C(Nc1c[nH]c(=O)[nH]c1=O)c1ccccc1Br	5%	1%	i	-10%	3%
CCOC(=O)Cn1cnc2c(cnn2-c2ccc(OC)cc2)c1=O	2%	-12%	1.4%	6%	20%
CC1CCC(=C(C#N)C(=O)Nc2cccc(Cl)c2)CC1 (configuration not stated)	-1%	0%	0.1%	0%	20%
CN1CCN(c2ccc(Cl)cc2NC(=O)C2COc3ccccc3O2)CC1 (configuration not stated)	33%	-3%	4.9%	6%	-10%
CCCn1c(C2CCCN2c2nc(-c3cccc(Br)c3)cs2)nc2cc(Cl)c(Cl)cc21 (configuration not stated)	2%	-10%	0.2%	-17%	12%
Cc1cccc(NC(=O)CSCC(=O)Nc2cc(S(=O)(=O)N3CCOCC3)ccc2OC(C)C)c1	3%	7%	3.0%	3%	9%
O=C(COc1coc(CN2CCc3ccccc32)cc1=O)NCCc1ccccc1	-2%	-6%	3.1%	4%	4%
Cc1cccc(C)c1OCC(=O)Nn1c(=O)[nH]c2ccccc2c1=O	-5%	-1%	1.5%	-9%	-21%
COC(=O)[C@]1(C)N[C@H](CN(C)C(=O)c2ccc(C)cc2)[C@@H]2C(=O)N(C)C(=O)[C@@H]21	-1%	-6%	0.4%	·	-11%
O=C(Nc1ccc(F)cc1)C1=CC(=O)N2CCN=C2S1	-1%	·	·	15%	-19%
O=C(COC(=O)Cc1ccccc1F)Nc1ccccc1[N+](=O)[O-]	4%	4%	1.4%	·	60%
Cc1cccc(N(Cc2ccccc2)C(=O)c2cc(S(=O)(=O)N3CCOCC3)ccc2Cl)c1	2%	11%	6.2%	7%	63%

Among those listed so far, these have nitrogen in an aromatic ring:
SMILES	M. tuberculosis HTS	influenza NS1A	VEEV TC-83 Vero	PhoP GFP inhibition	tuberculosis growth	others
O=C(OCc1nc2ccccc2[n+]([O-])c1C(=O)c1ccccc1)c1ccco1	6%	4%	i	-5%	-2%
C(=N\Nc1nc(-c2ccccc2)cs1)/c1cccnc1	·	10%	0.6%	-3%	·
Cc1ccc(NC(=O)C2CCN(S(=O)(=O)c3c(C)n[nH]c3C)CC2)nc1	1%	1%	1.1%	-3%	-7%
COc1ccc(Cl)cc1NC(=O)c1noc(C)c1[N+](=O)[O-]	5%	-13%	11%	1%	35%
Cc1cc(N2CCOCC2)n2nc(C)c(-c3ccccc3)c2n1	-1%	-1%	4.7%	12%	12%
CC(=O)Nc1ccc2nc(NC(=O)c3ccc([N+](=O)[O-])o3)sc2c1	-1%	-1%	6.6%	-3%	59%
CC(C)(C)C(=O)Nc1ccnn1C1CCN(C(=O)c2cccc(Cl)c2)CC1	6%	-26%	0.6%	-1%	-2%
CCCCn1c(N)c(N(CC(C)C)C(=O)COC(=O)Cc2cccc(OC)c2)c(=O)[nH]c1=O	-2%	-14%	1.2%	6%	3%
O=C(Nc1c[nH]c(=O)[nH]c1=O)c1ccccc1Br	5%	1%	i	-10%	3%
CCOC(=O)Cn1cnc2c(cnn2-c2ccc(OC)cc2)c1=O	2%	-12%	1.4%	6%	20%
CCCn1c(C2CCCN2c2nc(-c3cccc(Br)c3)cs2)nc2cc(Cl)c(Cl)cc21 (configuration not stated)	2%	-10%	0.2%	-17%	12%
Cc1cccc(C)c1OCC(=O)Nn1c(=O)[nH]c2ccccc2c1=O	-5%	-1%	1.5%	-9%	-21%

(cont.)
SMILES	M. tuberculosis HTS	influenza NS1A	VEEV TC-83 Vero	PhoP GFP inhibition	tuberculosis growth	others
CCN(CC)C(=O)c1ccc2nc3ccccc3nc2c1	15%	2%	i	-3%	58%
COC(=O)CON1C(=O)c2ccccc2C1=O	-4%	-5%	i	-8%	4%
OC1(c2ccccc2)CCN(Cc2ccccc2)C2CCCCC21 (configuration not stated)	-4%	0%	i	-2%	21%
CC(Oc1ccc(Cl)cc1Cl)C(=O)NNC(=O)[C@@H]1CCCC[C@@H]1C(=O)O (some centres not stated)	-8%	-12%	2.0%	-4%	-5%
CCCCn1c(=O)c(C(=O)NCc2ccc(Cl)cc2)c(O)c2ccccc21	13%	-3%	i	0%	-14%
COc1ccc2[nH]c3c(c2c1)CCN1C(=O)N([C@@H](C)C(=O)NCc2ccc(F)cc2)C(=O)[C@]31C	-7%	1%	0.9%	9%	0%
Cc1occc1-c1nnc(SCC(=O)Nc2ccccc2-c2ccccc2)n1C	-10%	7%	1.7%	2%	22%
Cc1ccc(C)c(S(=O)(=O)N2CCN(C(=O)c3ccc(N4CCCC4)c([N+](=O)[O-])c3)CC2)c1	6%	0%	7.6%	1%	9%
COc1cc(OC)cc(C(=O)N[C@H](C(=O)OCC(=O)Nc2cccc(F)c2)C(C)C)c1	0%	19%	1.5%	4%	22%
CN(C)c1ccc(-c2ccc3c(=O)c4ccccc4n(C)c3c2)cn1	6%	-6%	0.7%	6%	3%	VEEV TC-83 Vero 10K pilot screen=3.8
COc1ccc(Cc2nc3ccc(C(=O)N4CCN(C)C(C)C4)cc3o2)cc1OC (configuration not stated)	2%	-1%	i	7%	-8%
Cc1ccc(-c2nnc(NC3CCCC3)s2)cc1	6%	-22%	1.6%	12%	i
CC1(C)NC(=O)N(CC(O)CN2C(=O)NC(C)(C)C2=O)C1=O	-7%	-1%	6.9%	-9%	-4%
COc1ccccc1CNC(=O)CC1Sc2ccccc2NC1=O (configuration not stated)	-8%	-3%	0.3%	8%	1%
O=C(NNC(=O)C1CCC1)c1ccc(Cl)cc1	-7%	-10%	0.3%	-3%	1%
CCOC(=O)C1=C(C)N(C)C(=S)N(C)C1c1ccc(OC)cc1 (configuration not stated)	3%	-1%	0.8%	-6%	-14%
Cc1cc(C)nc(N2CCN(c3ccc(F)cc3)CC2)n1	1%	-5%	0.5%	-7%	19%
O=C1c2oc3ccc(Cl)cc3c(=O)c2C(c2cccc(Br)c2)N1CCO (configuration not stated)	14%	-1%	8.3%	0%	36%
Cc1ccc(/C=N/NC(=O)NN(C)c2ncc(C(F)(F)F)cc2Cl)cc1	9%	-2%	i	-3%	-10%
COC(=O)C1=C(c2c(C)noc2C)C[C@@H]2CC[C@H]1N2C(=O)NC(C)C	-11%	-13%	3.1%	·	-3%
NS(=O)(=O)c1ccc(NC(=O)COC(=O)CSc2n[nH]c(-c3ccccc3)n2)cc1	-3%	4%	1.0%	0%	-1%
Cc1ccc(NC(=S)N2CCC(NC(=O)C3CCCCC3)CC2)cc1C	-3%	11%	0.5%	-20%	·
CN(Cc1nc(-c2ccc(Cl)cc2)no1)C(=O)c1ccco1	8%	-2%	1.7%	7%	17%
CC(=O)Nc1ccc(S(=O)(=O)N(CCCN2CCOCC2)Cc2cccs2)cc1	1%	7%	0.3%	-1%	-7%
Cc1ccc2oc(C(=O)N3CCN(CCO)CC3)c(C)c2c1	7%	-2%	0.2%	-10%	-9%

The list goes on:
SMILES	M. tuberculosis HTS	influenza NS1A	VEEV TC-83 Vero	PhoP GFP inhibition	tuberculosis growth	others
Cc1ccc(/C(N)=N/OC(=O)COc2ccc(Cl)c(C)c2)cc1	-3%	1%	0.6%	8%	46%
O=S1(=O)[C@H]2C[C@@H]3C=C[C@@]2(CN1Cc1ccc(F)cc1)O3	-4%	-9%	i	-5%	-7%
CC(NC(=O)Cc1ccsc1)c1ccc(F)cc1 (configuration not stated)	3%	5%	i	4%	·
CCc1ccc(Nc2cc(C)nc3ncnn23)cc1	2%	-1%	i	2%	28%
CC1CNC(=S)N(c2ccccc2)C1=O (configuration not stated)	·	-2%	5.3%	·	·
COc1cccc(CNC(=O)COC(=O)CCCNC(=O)c2ccc(Cl)cc2)c1	1%	-3%	0.6%	-3%	23%
CC1(c2nnc(Cc3ccccc3)o2)CC(c2ccccc2[N+](=O)[O-])=NO1 (configuration not stated)	4%	12%	i	-31%	i	VEEV TC-83 Vero 10K pilot screen=0.2
CCN1C(=O)C(CC(=O)Nc2ccc(F)cc2)N(Cc2cccs2)C1=S (configuration not stated)	-9%	-23%	6.3%	-5%	27%
CCn1cc(C(=O)NCC(OC)OC)c(=O)c2cc(S(=O)(=O)N3CCC(C)CC3)ccc21	3%	1%	3.9%	5%	-2%
O=C(O)COc1ccccc1/C=N/NC(=O)C(O)c1ccccc1 (configuration not stated)	-4%	-10%	0.1%	6%	-10%
CN(C)CCCN(C(=O)CCc1ccccc1)c1nc2c(F)cccc2s1	7%	2%	0.0%	11%	47%
CC(C)CN1CCN(Cc2cc(F)ccc2-n2cccn2)CC1CCO (configuration not stated)	2%	0%	i	-13%	13%
C=CCc1cccc2cc(C(=O)NCCOC)c(=O)oc12	1%	13%	1.7%	8%	15%
O=C(CSc1nc2ccccc2s1)Nc1ccc(N2CCOCC2)c(Cl)c1	-4%	4%	0.5%	17%	?
CCCC1(C)SC(NC(C)=O)=NN1C(C)=O (configuration not stated)	-8%	-12%	0.7%	1%	-4%
O=C(OCC(=O)N1CCc2ccccc2C1)c1cc(=O)[nH]c2ccccc12	0%	-8%	1.1%	6%	23%
COc1ccc2oc(=O)c(C(=O)NCc3cccnc3)cc2c1	7%	-10%	1.4%	-4%	-9%
CC(C)Cn1c(N)c(C(=O)COC(=O)c2ccc(O)cc2)c(=O)n(C)c1=O	2%	1%	6.3%	1%	10%
CCN1CCN(C(c2cccs2)C(C)NC(=O)c2c(F)cccc2F)CC1 (configuration not stated)	-7%	4%	2.7%	-13%	6%	VEEV TC-83 Vero 10K pilot screen=0.4
Cc1ccc2[nH]c(=O)c(CN(C)S(=O)(=O)c3cccc4nonc34)cc2c1	6%	2%	2.4%	10%	22%
COc1ccc2c(c1)CC/C(=C\Nc1ccc3c(c1)OCO3)C2=O	?	-5%	2.5%	14%	23%
C/C(=N\NC(=O)Cn1nc(C)cc1C)c1ccc([N+](=O)[O-])cc1	8%	6%	2.0%	10%	-8%
COc1cc(C(=O)NC(=S)Nc2ccc(N3CCCC3)cc2)cc(OC)c1OC	9%	-1%	3.9%	-1%	57%
CC(C)CC(=O)/C(=C\c1ccc(Cl)cc1Cl)n1cncn1	·	3%	?	·	·
COc1cc(NC(=O)CCC(=O)N2CCN(S(=O)(=O)c3ccc(C)cc3)CC2)cc(OC)c1	·	2%	7.1%	·	·
CC(=O)NCc1cc(-c2nn(C)c(=O)c3ccccc23)ccc1C	0%	8%	7.0%	-3%	-10%
O=C(c1cc(F)c(F)cc1Cl)N1CCCc2ccccc21	6%	4%	2.3%	-4%	41%
